# High-throughput results deposited in PubChem BioAssay by National Center for Advancing Translational Sciences (NCATS).
# Pol iota inh = DNA polymerase iota (human) inhibition; Q9UNA4; Pol iota fluorescent replication assay, 10 min; Potency, µM (highest dose often 115 µM), without a hit: top-dose activity, negative = inhibition, usual class: inhibitors; hit rate 1% among 390,000; AID 588590; also: potency is read from the fitted curve at half-maximal effect
#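 Pol iota at 10 nM preincubated 15 min with compounds at room temperature; reaction started with fluorescent substrate, 50 nM final. Fluorescence read kinetically at 0 and 10 min; buffer-only wells as negative control.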
# TRHR agonist = activates the human TRH receptor; activation, % at 2 µM; TRHR cells, calcium flux fluo-8, FDSS agonist mode; P34981; hit rate 0.18% among 360,000; in the data active = activation above about 30%; also: 0% is about no effect
#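 Fluo-8-loaded TRHR cells; 10 s baseline, compound added, kinetic Ca2+ fluorescence read 1/s, agonist mode.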
# ERG Ets-DNA blk = inhibitors of human ERG Ets domain-DNA interaction. fluorescence polarization, His-ERG Ets domain / labelled DNA. hit rate 0.028% among 370,000. P11308. Potency, µM (titrated, usually from 76.9 µM), for the others: top-dose FP activity, negative = inhibition, hits mostly inhibitors; active = well fitted inhibition curve with a large enough effect in the polarisation, with a control signal flat; inconclusive = small, poorly fitted or top-dose-only effect, or effect the other way, or a change in a side signal; inactive = no such curve, though single readings can be large or run the other way; the % refers to the polarisation;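 also: polarization taken with two DNA probes labelled with fluorescein and Texas red; potency is read from the fitted curve at half-maximal effect; % of control where 0% means no effect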
#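 His-tagged ERG Ets domain (1 uM in the protein solution; 300mM KCl, 50mM Tris-HCl, 1mM EDTA, 1mM DTT, pH 7.5) received compound, then a probe mix of 5 nM fluorescein-DNA and 100nM Texas-615-DNA. Fluorescence polarization was read for both dyes.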
# ALOX12 inh = ALOX12 (human) lipoxygenase inhibition; hit rate 1.1% among 580,000; purified 12hLO, xylenol orange hydroperoxide absorbance; P18054; Potency, µM (titrated, usually from 108 µM), without a hit: at the top dose activity change, negative = inhibition, usual class: inhibitors; AID 1671190; also: potency is read from the fitted curve at half-maximal effect; % is scaled to controls: 0 for no effect and ±100 for the full control effect
#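 Hydroperoxide product was detected by ferrous iron/xylenol orange as the 573 to 405 nm absorbance ratio. Arachidonic acid at 40 uM (final) was turned over for 30 min at room temperature by 150 nM human 12hLO, pH 7.0 Hepes buffer, after 15 min compound preincubation.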
# APE1 inh = blocks human APE1 abasic DNA cleavage; hit rate 0.35% among 350,000; recombinant APE1, TAMRA/BHQ-2 abasic DNA cleavage fluorescence; Potency, µM (top dose mostly 65.8 µM), inactives show at the highest dose activity change, negative = inhibition, actives largely listed as inhibitors;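 also: potency is read from the fitted curve at half-maximal effect; plate controls were vehicle for no effect and reference inhibitor for full effect; nearly all actives have a fitted effect of over 55% in size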
#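 Quantitative HTS: incision of a TAMRA/BHQ-2 double-stranded substrate bearing a tetrahydrofuran abasic site by 0.75 nM APE1 raises fluorescence. Substrate 50 nM final, added after 15 min compound preincubation at room temperature; progress as third-minus-first kinetic read difference.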
# Apoferritin bind = binds horse apoferritin like a general anesthetic | hit rate 0.074% among 350,000 | AID 485281 | apoferritin/1-aminoanthracene competitive binding, fluorescence | Potency, µM (top dose mostly 77.5 µM), for inactives: at the highest dose activity change, negative = displacement, most hits filed as inhibitors | P02791; also: potency is read from the fitted curve at half-maximal effect; % is scaled to controls: 0 for no effect and ±100 for the full control effect; nearly all actives have a fitted effect of over 20% in size
#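 Concentration-response curves derived by four-parameter Hill fitting of normalized fluorescence, where compounds displaced 1-AMA from 10 uM horse apoferritin following a brief 10 min room-temperature incubation; propofol titration acted as positive control.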
# POLK inh = inhibitors of human DNA polymerase kappa; Q9UBT6; purified Pol kappa, fluorescent DNA synthesis assay, 10 min; Potency, µM (top dose mostly 107 µM), without a hit: at the top dose activity, negative = inhibition, most hits filed as inhibitors; hit rate 0.53% among 400,000; AID 588579; also: potency is read from the fitted curve at half-maximal effect; % is scaled to controls: 0 for no effect and ±100 for the full control effect
#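 Kinetic fluorescence screen: compound preincubated 15 min RT with 10 nM enzyme; 50 nM substrate (final) initiates; reads at 0/10 min.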
# BLM inh = Bloom syndrome helicase (human) inhibition; P54132; recombinant BLM DNA unwinding, fluorescence dequenching; Potency, µM (top dose mostly 56.1 µM), for inactives: at the top dose activity change, negative = inhibition, most hits filed as inhibitors; hit rate 0.2% among 350,000;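 also: potency is read from the fitted curve at half-maximal effect; plate controls were vehicle for no effect and no enzyme for full effect; nearly all actives have a fitted effect of over 35% in size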
# Target sequence (P54132 whole entry, looked up): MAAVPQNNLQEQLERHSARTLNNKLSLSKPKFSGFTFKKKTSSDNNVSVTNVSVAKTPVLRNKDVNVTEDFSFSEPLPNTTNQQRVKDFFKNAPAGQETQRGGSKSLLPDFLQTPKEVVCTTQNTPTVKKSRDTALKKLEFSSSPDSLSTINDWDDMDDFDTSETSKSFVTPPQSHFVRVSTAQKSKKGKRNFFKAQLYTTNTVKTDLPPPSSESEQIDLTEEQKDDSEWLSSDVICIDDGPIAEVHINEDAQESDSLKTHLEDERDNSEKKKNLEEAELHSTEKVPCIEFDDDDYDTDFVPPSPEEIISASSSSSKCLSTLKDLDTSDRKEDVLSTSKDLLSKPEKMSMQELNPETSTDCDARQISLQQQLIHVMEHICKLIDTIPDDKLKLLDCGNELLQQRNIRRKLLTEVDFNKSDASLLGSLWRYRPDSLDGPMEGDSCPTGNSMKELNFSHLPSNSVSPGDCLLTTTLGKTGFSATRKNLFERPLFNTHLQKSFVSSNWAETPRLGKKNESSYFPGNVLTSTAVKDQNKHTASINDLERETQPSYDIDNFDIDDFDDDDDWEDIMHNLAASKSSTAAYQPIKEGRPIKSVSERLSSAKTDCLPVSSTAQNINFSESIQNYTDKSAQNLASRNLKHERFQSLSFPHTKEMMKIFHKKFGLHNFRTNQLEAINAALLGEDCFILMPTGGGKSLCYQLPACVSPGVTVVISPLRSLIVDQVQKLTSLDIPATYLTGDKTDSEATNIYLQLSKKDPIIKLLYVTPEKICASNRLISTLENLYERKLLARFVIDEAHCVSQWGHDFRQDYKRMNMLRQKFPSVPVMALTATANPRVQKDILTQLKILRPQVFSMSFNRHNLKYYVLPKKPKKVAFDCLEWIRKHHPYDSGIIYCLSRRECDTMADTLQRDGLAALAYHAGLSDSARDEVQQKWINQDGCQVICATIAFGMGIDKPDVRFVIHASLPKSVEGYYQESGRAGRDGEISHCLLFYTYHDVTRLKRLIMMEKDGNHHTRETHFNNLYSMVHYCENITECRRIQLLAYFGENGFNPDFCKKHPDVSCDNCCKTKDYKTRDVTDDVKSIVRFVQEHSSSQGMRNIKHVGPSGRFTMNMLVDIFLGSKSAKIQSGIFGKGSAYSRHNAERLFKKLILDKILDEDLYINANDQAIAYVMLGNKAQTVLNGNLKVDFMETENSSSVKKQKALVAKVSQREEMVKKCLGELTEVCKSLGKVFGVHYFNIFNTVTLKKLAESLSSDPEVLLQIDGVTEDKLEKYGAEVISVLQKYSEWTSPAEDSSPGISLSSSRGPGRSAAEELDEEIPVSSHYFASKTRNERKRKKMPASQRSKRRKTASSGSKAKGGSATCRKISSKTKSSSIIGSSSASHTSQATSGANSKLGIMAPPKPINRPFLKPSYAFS
# POLB inh = blocks human DNA polymerase beta activity; Pol beta primer extension/strand displacement, fluorescence kinetic; P06746; hit rate 1.3% among 340,000; Potency, µM (series often up to 114 µM), for the others: at the highest dose activity change, negative = inhibition, most hits filed as inhibitors; AID 485314; also: potency is read from the fitted curve at half-maximal effect; % is scaled to controls: 0 for no effect and ±100 for the full control effect
#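 Enzyme-only controls used 10 nM Pol beta; buffer lacking enzyme served as negative control. Compound preincubated 15 min, then 50 nM substrate added; 0 and 10 min reads at room temperature.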
# * hit, by the source's call; ? = inconclusive; . = not tested or not shown; & = joins results of further samples; [ ] = another dose, or the depositor's remark. Unless noted, calls follow the shape of the dose curve; as a rule, active = well fitted curve in the direction sought with a large enough effect; inconclusive = small, poorly fitted or top-dose-only effect, or another doubt; inactive = no such curve, though single readings can be large; an effect the other way counts as inactive or inconclusive. The list is partial; the hit share may differ from the screen's.
1	Cc1cc(=O)n(C(C)C(=O)N2CCCc3ccccc32)c2c1c(C)nn2-c1ccccc1 (centres undefined)
2	CC1=C(C(=O)OCc2ccccc2)C(c2ccc([N+](=O)[O-])cc2)NC(=O)N1C (centres undefined)
3	NS(=O)(=O)c1ccc(CCNC(=O)c2ccc3nc(CCc4ccccc4)oc3c2)cc1
4	Fc1cccc(-c2nnn3c2nc(NC2CCCCC2)c2ccccc23)c1
5	CCOC(=O)c1c(C)n(C)c2c(C)cc(O)c(OC(=O)CC)c12
6	CCCc1cc(=O)oc2cc(C)c3c(-c4ccccc4)coc3c12
7	CC(C)CNC(=O)c1cccc(NC(=O)c2ccc3c(c2)C(=O)N(C)C3=O)c1
8	Cn1c2ccccc2c2cc(/C=C(\NC(=O)c3ccccc3)C(=O)NCC(=O)O)ccc21

screen / no. | 1 | 2 | 3 | 4 | 5 | 6 | 7 | 8
Pol iota inh | -23% | -6% | -2% | 34%[activator] | 2% | 25% | -15% | 3%
TRHR agonist | -0.6 | -0.2 | 0.1 | 0.0 | 0.0 | 0.3 | -0.7 | 4.5
ERG Ets-DNA blk | 3% | -10% | -5% | -5% | -5% | 7% | -12% | 6%
ALOX12 inh | -25% | -30% | -14% | 0% | 53%[activator] | -8% | 0% | ?
APE1 inh | . | 41% | . | . | -4% | . | 11% | -11%
Apoferritin bind | 56%[activator] | ? | -3% | 2% | -13% | -22% | -11% | 0%
POLK inh | -21% | 3% | -8%[60.1 µM] | -5% | -1% | 27% | -3% | -20%
BLM inh | -9% | -7% | -9% | -4% | -3% | -4% | -6% | -3%
POLB inh | 1% | -15% | -10% | 4% | 38%[activator] | 36% | ? | -27%

9	O=C(CSc1nnc(-c2ccc(F)cc2)c2ccccc12)Nc1cccc(Cl)c1
10	CCC1=C(OC(=O)N(CC)CC)N2C(=O)OC(=NCCOC)[C@]2(Cc2ccccc2)[C@H]2C1=CC[C@H]1C(=O)N(C)C(=O)[C@H]12
11	COc1ccc(CNC(=S)NCc2ccc(F)cc2)cc1
12	O=C1CCN(CCc2ccccc2)CCN1C(CSc1ccc(Br)cc1)Cc1ccccc1 (centres undefined)
13	CC(Oc1ccc(Br)cc1)C(=O)Nc1cc(S(=O)(=O)N2CCOCC2)ccc1N1CCCC1 (centres undefined)
14	COc1ccc(OC)c(NC(=O)C2CCN(C(=O)c3cccs3)CC2)c1
15	COc1cc(NS(=O)(=O)c2ccc(NC(=S)NC(=O)c3ccc(F)cc3)cc2)nc(OC)n1
16	COc1cccc(CNS(=O)(=O)c2ccc(S(=O)(=O)N3CCCC3)cc2)c1

screen / no. | 9 | 10 | 11 | 12 | 13 | 14 | 15 | 16
Pol iota inh | 19% | -3% | -15% | ? | 51%[activator] | 48%[activator] | 12% | 27%
TRHR agonist | 0.1 | -0.6 | 2.1 | . | -0.5 | 0.1 | 0.3 | -0.6
ERG Ets-DNA blk | 1% | 11% | -4% | . | 18% | -14% | 12% | -4%
ALOX12 inh | -6% | -7% | ? | . | -1% | 9% | 18µM* | 24%
APE1 inh | 1% | -2%&4% | 5% | -7% | 4% | 0% | -16% | 4%
Apoferritin bind | -9% | -13%&1% | -17% | 31%[activator] | . | -4% | -4% | -6%
POLK inh | -1% | 1% | -20% | -8% | 6% | -5% | -11% | 4%
BLM inh | -4% | 2%&1% | 1% | -11% | . | -2% | 2% | -5%
POLB inh | 4% | 13% | 8% | . | . | -3% | 34% | 20µM*

# 4 entries from above, with each value named.
[13] CC(Oc1ccc(Br)cc1)C(=O)Nc1cc(S(=O)(=O)N2CCOCC2)ccc1N1CCCC1 (centres undefined)
  Pol iota inh: 51%[activator]	TRHR agonist: -0.5	ERG Ets-DNA blk: 18%	ALOX12 inh: -1%	APE1 inh: 4%	Apoferritin bind: .	POLK inh: 6%	BLM inh: .	POLB inh: .
[14] COc1ccc(OC)c(NC(=O)C2CCN(C(=O)c3cccs3)CC2)c1
  Pol iota inh: 48%[activator]	TRHR agonist: 0.1	ERG Ets-DNA blk: -14%	ALOX12 inh: 9%	APE1 inh: 0%	Apoferritin bind: -4%	POLK inh: -5%	BLM inh: -2%	POLB inh: -3%
[15] COc1cc(NS(=O)(=O)c2ccc(NC(=S)NC(=O)c3ccc(F)cc3)cc2)nc(OC)n1
  Pol iota inh: 12%	TRHR agonist: 0.3	ERG Ets-DNA blk: 12%	ALOX12 inh: 18µM*	APE1 inh: -16%	Apoferritin bind: -4%	POLK inh: -11%	BLM inh: 2%	POLB inh: 34%
[16] COc1cccc(CNS(=O)(=O)c2ccc(S(=O)(=O)N3CCCC3)cc2)c1
  Pol iota inh: 27%	TRHR agonist: -0.6	ERG Ets-DNA blk: -4%	ALOX12 inh: 24%	APE1 inh: 4%	Apoferritin bind: -6%	POLK inh: 4%	BLM inh: -5%	POLB inh: 20µM*

# Following part
17	CN(Cc1ccccc1)C(=O)CCS(=O)(=O)c1ccc2c(c1)NC(=O)CS2
18	Cc1cc(C(F)F)nn1CC(=O)N1CCSCC1
19	CC(Sc1nnc(CNC(=O)c2ccco2)n1C)C(=O)Nc1nccs1 (centres undefined)
20	O=C(Nc1ccc(F)cc1)C(c1ccccc1)N1CCN(CC(=O)N2CCOCC2)CC1 (centres undefined)
21	CC(C)NS(=O)(=O)c1ccc(OCC(=O)N2CCCC2)c(Cl)c1
22	CC(C)(C)C(=O)OCCNc1nc(-c2ccccc2)nc2ccccc12
23	CCOc1ccccc1N(CC(=O)Nc1cccnc1)S(=O)(=O)c1ccc(C)cc1
24	O=C(Nc1cc([N+](=O)[O-])ccc1N1CCCC1)c1ccco1

screen / no. | 17 | 18 | 19 | 20 | 21 | 22 | 23 | 24
Pol iota inh | ? | 21% | 98%[activator] | 5% | 7% | 17% | 117%[activator] | 85%[activator]
TRHR agonist | 0.0 | 0.2 | 2.2 | 0.0 | -0.2 | 0.2 | 1.1 | 0.9
ERG Ets-DNA blk | 9% | 4% | -1% | 13% | -1% | -5% | 8% | -5%
ALOX12 inh | . | 0% | -11% | 176%[activator] | -5% | -2% | 55%[activator] | -24%
APE1 inh | 18% | -6% | 4% | 16% | 0% | 11% | 1% | 0%
Apoferritin bind | -2% | -12% | 10% | . | -6% | 0% | -12% | -18%
POLK inh | -9% | -9% | -12% | -6% | -1% | -9% | -5% | -6%
BLM inh | -1% | -4% | -4% | . | 0% | -7% | -4% | 1%
POLB inh | 9% | 26% | 44% | . | 1% | 0% | 7% | 2%

25	CC(=O)Nc1cccc(NC(=O)c2cc3c(=O)n4cccc(C)c4nc3n2C)c1
26	Cc1ccnc(NC(=O)c2ccc(COc3ccc(Cl)cc3)o2)c1
27	Cc1cccc(C)c1CC(=O)N1CCOCC1
28	CC(C)c1ccc(NC(=O)c2cc(S(=O)(=O)NCCC3=CCCCC3)ccc2F)cc1
29	Cc1oc(-c2ccccc2F)nc1CN1CCC(C(=O)NC2CCCc3ccccc32)CC1 (centres undefined)
30	O=C1OCCN1CCN(CN1C(=O)CCC1=O)CN1C(=O)CCC1=O
31	CCOc1ccccc1N1CCN(C(=O)Nc2ccc(F)c(Cl)c2)CC1
32	COc1ccc(NS(=O)(=O)c2cccc(C(=O)NNC(=O)COc3ccccc3)c2)cc1

screen / no. | 25 | 26 | 27 | 28 | 29 | 30 | 31 | 32
Pol iota inh | -5% | ? | 129%[activator] | -8% | 24% | 1% | 8% | 9%
TRHR agonist | -0.8 | 0.1 | 1.3 | 1.2 | -1.2 | -0.7 | 1.0 | -0.1
ERG Ets-DNA blk | -6% | 3% | -2% | -2% | 5% | -4% | -4% | 7%
ALOX12 inh | 0% | 0% | -55% | -15% | 0% | -17% | -23% | 17%
APE1 inh | . | 9% | 6% | . | 1% | 0% | -3% | -13%
Apoferritin bind | 48%[activator] | ? | -8% | ? | -12% | -4% | -7% | .
POLK inh | -13% | -21% | -10% | -12%[60.1 µM] | -8% | 4% | -9% | -5%
BLM inh | 0% | -5% | 0% | -8% | 0% | -11% | 0% | .
POLB inh | -23% | -9% | 2% | 13% | 0% | 15% | 1% | .

33	CCOc1ccc(CCNC(=O)COC(=O)c2cccc(OC)c2O)cc1OCC
34	CC(C)(C)c1ccc(C(=O)N2CCC(c3nc4ccccc4o3)CC2)cc1
35	COc1cccc(/C=C/C(=O)OCC(=O)NCc2ccc3c(c2)OCO3)c1
36	COc1ccccc1OCCNC(=O)CSC(=S)N1CCCC1
37	CC(=O)N1N=C(c2cccs2)CC1c1cc2cc(C)ccc2nc1Cl (centres undefined)
38	O=C(O)CCC(=O)N1CC=C(c2ccccc2)CC1
39	Cc1cc(Cl)c(OCCCCN2CCOCC2)c(Br)c1
40	Cc1nc(Nc2nc(CSc3nc4ccccc4[nH]3)cc(=O)[nH]2)nc2ccccc12
41	Cc1nc(Nc2ccc(C(=O)O)cc2)nc(Nc2ccc(C(=O)O)cc2)c1[N+](=O)[O-]
42	COCC(=O)n1nc(-c2ccc(C)cc2)nc1NCc1ccc(F)cc1

screen / no. | 33 | 34 | 35 | 36 | 37 | 38 | 39 | 40 | 41 | 42
Pol iota inh | -13% | 38%[activator] | ? | 26% | 23% | 2% | 30% | 64%[activator] | 45µM* | -19%
TRHR agonist | 0.6 | -0.2 | . | 0.4 | 1.0 | 0.0 | 1.1 | -1.5 | 0.4 | -1.5
ERG Ets-DNA blk | -1% | -1% | . | 13% | 1% | . | -20% | -6% | 7% | -7%
ALOX12 inh | -16% | -8%&-30% | -4% | -21% | -13% | 13% | ? | 3%&13% | -17% | 0%
APE1 inh | -3% | . | 1% | 14% | 5% | 3% | 0% | -2% | ? | -3%
Apoferritin bind | -3% | -2% | . | . | 2% | -8% | -15% | -7% | -5% | -8%
POLK inh | -12% | -21% | -5% | -4% | 2% | -3% | 2% | 1% | ? | -11%
BLM inh | -1% | -23% | . | . | -1% | 2% | -12% | -5% | -3% | -1%
POLB inh | -7% | -22% | . | . | -1% | 27% | 38% | 0% | -1% | 13%
